Compound activity (PubChem BioAssay)
SMARCA2 act = SMARCA2 function activation, primary screen. MG213 cells, MMTV-luciferase reporter, dexamethasone, overnight. activation, % at 9.1 µM. 370,000 tested, 1% active. AID 652017; in the data active = activation above about 7.8%;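 note: 0% = vehicle wells and 100% = reference activator wells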
DAX1 inh-1 = inhibitors of DAX1 repression of SF-1 activated StAR promoter; 370,000 tested, 1.1% active; inhibition, % at 6.8 µM; AID 652010; HEK293T StAR-luciferase reporter, SF-1/DAX-1 repression relief;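 active = inhibition above the mean over all tested compounds plus 3 SD, cut at about 3.6% in these data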;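 note: 0% = DAX-1 cells with DMSO and 100% = cells lacking DAX-1 with DMSO; higher inhibition means more luminescence from relief of DAX-1 repression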
ADAM17 inh = inhibits human ADAM17; AID 720648; 370,000 tested, 0.83% active; recombinant ADAM17, EDANS/DABCYL FRET peptide cleavage; inhibition, % at 6.95 µM; P78536;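 active = inhibition above the mean of compounds lying between control limits plus 3 SD, set per campaign, cut at about 8.5% in these data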;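 note: 0% = DMSO-only wells as the low control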
ssDAF12 agonist = activates DAF-12 receptor from parasite S. stercoralis | 370,000 tested, 1% active | activation, % at 6.8 µM | HEK293 ssDAF-12/GRIP1 lit1-tk-luc reporter, luminescence; % of 3 µM dafachronic acid response;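 active = activation above the mean over all tested compounds plus 3 SD, cut at about 0.9% in these data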;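 note: 0% = DMSO-only wells and 100% = 3 µM delta7-dafachronic acid wells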
NPR1 activator = GC-A (human) enzyme activation; P16066; HEK293 GC-A cells, cGMP TR-FRET, EC30 ANP; 0% at EC30 ANP, 100% saturating ANP; activation, % at 10 µM; 370,000 tested, 0.14% active; in the data active = activation above about 40%
Target sequence (P16066 whole entry, looked up): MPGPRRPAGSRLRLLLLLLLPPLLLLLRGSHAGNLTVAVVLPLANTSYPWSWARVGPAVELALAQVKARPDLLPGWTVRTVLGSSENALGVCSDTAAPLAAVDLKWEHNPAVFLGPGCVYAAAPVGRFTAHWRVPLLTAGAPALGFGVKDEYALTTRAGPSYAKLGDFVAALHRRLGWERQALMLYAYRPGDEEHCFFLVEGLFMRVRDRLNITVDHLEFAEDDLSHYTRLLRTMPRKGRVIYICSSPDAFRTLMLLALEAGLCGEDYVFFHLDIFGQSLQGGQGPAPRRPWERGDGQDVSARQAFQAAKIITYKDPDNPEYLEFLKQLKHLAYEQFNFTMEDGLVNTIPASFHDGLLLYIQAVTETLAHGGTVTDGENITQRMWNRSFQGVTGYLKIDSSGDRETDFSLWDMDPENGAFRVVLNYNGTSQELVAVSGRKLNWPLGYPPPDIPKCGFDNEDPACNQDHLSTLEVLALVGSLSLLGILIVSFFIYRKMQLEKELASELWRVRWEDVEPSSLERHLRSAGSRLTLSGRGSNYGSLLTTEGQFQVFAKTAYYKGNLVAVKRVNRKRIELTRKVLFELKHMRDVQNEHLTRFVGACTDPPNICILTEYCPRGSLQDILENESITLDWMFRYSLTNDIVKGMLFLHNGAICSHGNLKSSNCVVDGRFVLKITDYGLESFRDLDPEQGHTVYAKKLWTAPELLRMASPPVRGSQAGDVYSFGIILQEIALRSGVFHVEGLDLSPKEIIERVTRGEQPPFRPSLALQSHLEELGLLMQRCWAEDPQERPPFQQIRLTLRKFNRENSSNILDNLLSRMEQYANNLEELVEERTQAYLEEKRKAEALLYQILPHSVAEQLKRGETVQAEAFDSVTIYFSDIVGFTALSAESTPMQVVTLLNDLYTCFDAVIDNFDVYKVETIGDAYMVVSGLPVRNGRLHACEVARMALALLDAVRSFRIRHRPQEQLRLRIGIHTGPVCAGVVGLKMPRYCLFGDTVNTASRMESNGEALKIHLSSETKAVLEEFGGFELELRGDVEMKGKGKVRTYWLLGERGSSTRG
PG9 Ab binder = binds the HIV-1 gp120 antibody PG9; 360,000 tested, 0.43% active; inhibition, % at 6.7 µM; AID 624416; TR-FRET gp120-PG9 antibody binding; in the data active = inhibition above about 8.5%
ADAM10 inh = ADAM10 inhibition, QFRET primary screen. inhibition, % at 7 µM. O14672. 370,000 tested, 0.62% active. recombinant ADAM10, EDANS/DABCYL FRET peptide cleavage, 3 h;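 active = inhibition above a per-campaign cutoff equal to the mean of compounds falling between control-based bounds plus 3 SD, cut at about 20% in these data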;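 note: 0% = DMSO wells while the 100% control is not disclosed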
GAA850 FXN act = activators of GAA850 frataxin (FXN) promoter. HEK293 lucGAA850 FXN promoter luciferase reporter, 24 h; percent of 10 µM SAHA response. 360,000 tested, 0.56% active. activation, % at 6 µM;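 active = activation above the average of all compounds screened plus 3 SD, cutoff fixed separately per campaign, cut at about 7.5% in these data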;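 note: 0% = DMSO wells and 100% = 10 µM SAHA wells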
DAX1 inh-2 = NR0B1 (DAX1) inhibition; AID 504766; 340,000 tested, 0.99% active; HEK293 Gal4-DAX1 luciferase reporter, luminescence; inhibition, % at 6.75 µM;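 active = inhibition above the mean over all tested compounds plus 3 SD, cut at about 4.2% in these data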;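 note: 0% = DAX1-transfected cells with DMSO and 100% = empty-vector control cells with DMSO; inhibition shows as a rise in luminescence from relieved DAX1 repression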
hgDAF-12 ag = agonists of H. glycines DAF-12 nuclear receptor; HEK293 GAL4-hgDAF12 UAS-luciferase reporter, agonist luminescence; normalized to butyrate control; activation, % at 6.8 µM; 370,000 tested, 1.8% active; AID 687014;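 active = activation above a cutoff set at the mean of all screened compounds plus 3 SD, cut at about 10% in these data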;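 note: 0% = DMSO wells and 100% = sodium butyrate wells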
hcDAF12 agonist = H. contortus DAF-12 activation, primary screen. HEK293 hcDAF-12 lit1-tk-luc reporter, luminescence; 0% DMSO, 100% Δ7-dafachronic acid. activation, % at 6.8 µM. 370,000 tested, 1.4% active;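 active = activation above the mean of all tested compounds plus 3 SD, cut at about 5.5% in these data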;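 note: 100% = response to 3 µM Δ7-dafachronic acid high control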
* marks the source's active call; other numbers are inactive results; i = inactive; . = not tested or not shown.

SMILES	SMARCA2 act	DAX1 inh-1	ADAM17 inh	ssDAF12 agonist	NPR1 activator	PG9 Ab binder	ADAM10 inh	GAA850 FXN act	DAX1 inh-2	hgDAF-12 ag	hcDAF12 agonist
CC1CCCC(C)N1/N=C/c1ccc(O)cc1 (centres undefined)	-2.2	-0.1	0.2	-0.7	1.4	0.8	4.8	0.6	1.4	-2.0	-1.2
OC1(c2ccc(F)cc2)CSC(=Nc2cccnc2)N1Cc1ccco1 (centres undefined)	-4.9	-1.0	-1.5	-1.3	-9.6	0.6	-2.3	-2.0	-1.2	-0.6	-2.7
O=C(CC1C(=O)NCCN1Cc1ccoc1)NCCc1ccc(Cl)cc1 (centres undefined)	-2.7	0.2	-3.4	0.0	-0.4	0.6	-9.4	-1.3	-0.3	-1.5	0.1
CN1CCN(C(=S)c2ccc(Cl)cc2)CC1	-0.3	0.0	-1.4	-0.4	4.0	-0.7	7.2	-0.8	1.1	-0.3	-0.5
CC(C(=O)NCCN1CCOCC1)(c1ccccc1)c1ccccc1	4.3	0.5	-0.2	-1.6	-1.7	0.1	1.1	3.1	-0.3	1.5	-1.8
CCn1c(C(=O)O)c(CC(=O)Nc2ccccc2OC)c2ccccc21	-1.7	0.1	2.7	-1.2	4.6	-2.1	-6.8	1.2	3.1	2.8	3.8
CSc1nsc(SC)c1C(=O)N1CCN(S(=O)(=O)c2ccc(C)cc2)C1C(C)C (centres undefined)	0.7	0.0	1.6	-1.4	-11.9	-1.5	4.5	-0.3	-0.1	0.4	-1.6
C/C(=N\NC(=O)c1cccc(S(=O)(=O)Nc2ccccc2Cl)c1)c1ccc(-n2ccnc2)cc1	-2.6	-0.3	2.7	-1.4	-3.5	0.9	10.9	5.9	0.6	0.8	-0.9
COc1ccc(/C=C/C(=O)Nc2ccc(OC)nc2)cc1	-2.0	0.1	1.2	-1.1	-2.7	-1.5	2.4	0.0	0.5	-0.7	-2.2
COc1ccc(CN2CCN(C(=O)c3ccccc3C(=O)c3ccccc3)CC2)cc1F	0.1	-2.2	1.6	-1.5	-6.2	-3.0	7.1	-2.5	1.1	-0.2	-0.2
COc1ccc2[nH]c3nc(SCC(=O)NNC(=O)c4ccc(OC)c(OC)c4)nnc3c2c1	-1.5	0.5	-2.4	-1.7	3.4	-2.0	-5.7	-1.7	0.6	2.5	-0.6
C[C@H](NC(=O)c1ncn2c1c(=O)[nH]c1ccccc12)c1ccccc1	-0.1	0.7	-65.5	-1.2	11.0	-0.2	-265.8	-1.8	-0.1	1.6	-0.2
COc1ccc(C(CCN2CCOCC2)c2c(O)cc(OC)cc2OC)cc1 (centres undefined)	0.4	-0.4	-4.0	-1.0	-2.7	0.4	-4.5	-0.8	0.5	1.0	-0.6
COc1ccc(NC(=O)c2nc3nc(C)cc(C(F)F)n3n2)cc1OC	-3.4	0.8	-0.3	-0.5	2.4	0.1	11.4	0.2	0.4	1.6	-0.4
CC(C)(C)c1ccc(C(=O)NNC(=S)NCc2ccco2)cc1	-0.3	-0.4	-0.2	-0.8	4.4	-0.8	10.2	1.9	-0.5	-0.4	0.4

Among those listed so far, 6 have sulfur:
SMILES	SMARCA2 act	DAX1 inh-1	ADAM17 inh	ssDAF12 agonist	NPR1 activator	PG9 Ab binder	ADAM10 inh	GAA850 FXN act	DAX1 inh-2	hgDAF-12 ag	hcDAF12 agonist
OC1(c2ccc(F)cc2)CSC(=Nc2cccnc2)N1Cc1ccco1 (centres undefined)	-4.9	-1.0	-1.5	-1.3	-9.6	0.6	-2.3	-2.0	-1.2	-0.6	-2.7
CN1CCN(C(=S)c2ccc(Cl)cc2)CC1	-0.3	0.0	-1.4	-0.4	4.0	-0.7	7.2	-0.8	1.1	-0.3	-0.5
CSc1nsc(SC)c1C(=O)N1CCN(S(=O)(=O)c2ccc(C)cc2)C1C(C)C (centres undefined)	0.7	0.0	1.6	-1.4	-11.9	-1.5	4.5	-0.3	-0.1	0.4	-1.6
C/C(=N\NC(=O)c1cccc(S(=O)(=O)Nc2ccccc2Cl)c1)c1ccc(-n2ccnc2)cc1	-2.6	-0.3	2.7	-1.4	-3.5	0.9	10.9	5.9	0.6	0.8	-0.9
COc1ccc2[nH]c3nc(SCC(=O)NNC(=O)c4ccc(OC)c(OC)c4)nnc3c2c1	-1.5	0.5	-2.4	-1.7	3.4	-2.0	-5.7	-1.7	0.6	2.5	-0.6
CC(C)(C)c1ccc(C(=O)NNC(=S)NCc2ccco2)cc1	-0.3	-0.4	-0.2	-0.8	4.4	-0.8	10.2	1.9	-0.5	-0.4	0.4

(further entries)
SMILES	SMARCA2 act	DAX1 inh-1	ADAM17 inh	ssDAF12 agonist	NPR1 activator	PG9 Ab binder	ADAM10 inh	GAA850 FXN act	DAX1 inh-2	hgDAF-12 ag	hcDAF12 agonist
COCCN(CC1CCCN(C2Cc3ccccc3C2)C1)C(=O)CSC (centres undefined)	-3.0	-0.1	-4.3	-0.1	-1.7	-2.3	-8.6	2.0	-0.1	-0.8	2.3
CCN(CC)C(=O)[C@H]1C[C@H](CC(=O)NCc2ccc(OC)c(OC)c2)C(=O)N2CCc3c([nH]c4cc(CCC(=O)N(C)C)ccc34)[C@]12C	-2.1	-0.2	-0.6	-1.4	2.9	0.0	-8.5	-2.4	0.2	2.0	-2.5
COc1ccc(OC)c(N(CCN2C(=O)c3ccccc3C2=O)C(=O)CCl)c1	-4.6	-4.8	0.0	-1.7	-2.4	-1.5	-9.7	-7.5	-1.2	-11.7	-0.8
CO[C@H]([C@H](C)/C=C/N(C)C=O)[C@@H](C)C(=O)CC[C@H](C)[C@H](O)[C@H](C)[C@H]1OC(=O)/C=C/C(C)=C/C[C@H](O)C[C@@H]2C=CC[C@@H](C[C@H](OC)[C@@H](CO)[C@@H](OC)C[C@@H](OC)[C@@H]1C)O2	.	.	6.0	-0.8	-28.3	.	15.9	.	.	-9.5	-3.6
COc1ccc(OC)c2c(C)c(C)[nH]c12	-0.2	0.2	-1.9	-0.7	-2.7	-12.6	-3.3	0.1	0.5	2.0	1.8
CC(C)OP(=O)(c1ccc(N(C)C)cc1)C(O)c1ccccc1 (centres undefined)	-2.1	0.1	-0.6	-1.0	-2.6	-0.7	2.5	2.4	-0.6	5.5	5.3
O=C(O)c1ccccc1CSc1ncccc1C(=O)O	6.4	-0.1	-8.6	-1.9	0.4	1.0	-2.1	0.9	1.4	0.6	-1.1
CCN(C(=O)CSc1nc2scc(-c3ccccc3)c2c(=O)n1N)C1CCS(=O)(=O)C1 (centres undefined)	-0.3	-0.4	-9.0	-1.4	-0.3	-2.0	2.6	-3.4	1.0	0.8	-0.9
Cc1ccc(NC(=O)OCc2cncs2)cc1	2.4	1.4	-2.6	-0.8	5.0	-0.8	-3.5	3.8	1.9	4.8	0.9
CCOC(=O)CN1C(=O)N[C@@H](c2cccc(C(F)(F)F)c2)C(C(=O)OC)=C1C	0.2	0.0	0.0	-1.3	1.0	-0.9	-2.0	-0.9	0.7	-0.2	0.9
COc1ccc(C(C)C)cc1-c1cc(C(=O)NCc2cccc(C(F)(F)F)c2)[nH]n1	1.4	-0.8	1.1	-1.1	2.3	-0.6	1.2	-1.0	.	0.9	-1.9
COc1cc(NC(=O)Nc2ccc(Cl)c(Cl)c2)c(C(=O)O)cc1OC	-2.8	-0.1	-24.1	-0.7	-0.7	1.3	-0.8	0.7	1.1	0.4	-0.5
O=C(Nc1cccc(-c2nc3ncccc3o2)c1)c1sc2cc(Cl)ccc2c1Cl	3.5	1.5	-22.5	-0.3	-1.7	-1.4	0.4	4.1	2.0	5.9	1.8
CCCCCCCCCC[n+]1cccc2c3ccccc3ccc21	-11.0	-6.6	-282.7	-3.8	-2.5	-0.1	i	-12.9	-7.5	-13.9	-5.8
COc1cc(/C=C2\C(=N)N3N=CSC3=NC2=O)ccc1OS(=O)(=O)c1ccccc1[N+](=O)[O-]	-3.3	0.1	-35.7	-0.7	-2.7	0.4	-106.6	3.6	0.3	-3.1	0.3
O=C(CSc1nc2ccccc2c(=O)n1Cc1ccc(Cl)cc1)NCc1cccs1	-0.8	-0.5	-5.0	-1.0	3.8	16.6*	-9.1	0.0	0.5	-0.8	0.0
CCCNC(=O)[C@@H]1CCCN1C(=O)C1CCN(S(=O)(=O)c2ccc(C)cc2)CC1	2.5	0.7	0.7	-0.7	2.0	0.8	-1.8	0.2	-0.1	-1.7	-2.6
NCCSC1CC(=O)N(Cc2ccc(F)cc2)C1=O (centres undefined)	0.0	-0.1	-1.1	-0.3	1.7	0.1	1.8	0.9	0.0	0.1	2.5
CNC(=S)Nc1cc2oc3ccccc3c2cc1OC	1.9	0.2	-5.7	0.2	1.2	-2.4	-7.1	1.7	1.7	3.3	1.9
CCOc1ccc(NC(=O)COC(=O)c2cc(C)oc2C)cc1	-2.9	-1.5	0.4	-1.2	0.9	-2.9	0.2	0.4	0.3	0.2	-2.0
COc1ccc(-c2cn(-c3ccc(OC)cc3)c3[n+]2-c2ccccc2CC3)cc1	-7.0	-2.8	-8.8	-2.5	-1.7	-1.0	-29.8	-3.7	-3.0	-8.3	-6.5
O=C(c1cc(S(=O)(=O)N2CCN(c3ccccc3)CC2)ccc1Cl)N1CCCCCCC1	-3.6	-3.1	2.1	-1.5	0.0	0.5	9.5	-1.4	-1.0	-1.4	-1.9
CCC1CCCCN1CCCNC(=O)CN1C(=O)CSc2ccc(S(=O)(=O)N3CCOCC3)cc21 (centres undefined)	1.3	0.4	-1.5	-1.4	3.9	-3.2	-1.0	0.2	-0.3	-0.2	-1.4
CCSC1=NCCN1S(=O)(=O)c1ccccc1	0.6	0.2	-9.4	-0.8	2.9	-0.1	-2.8	2.6	0.7	-4.9	-1.2
CCOC(=O)C1=CCC(c2ccc(C#N)cc2)N(S(=O)(=O)c2ccc(C)cc2)C1 (centres undefined)	-1.1	-2.0	-1.8	-1.6	2.3	-0.4	-5.6	.	.	0.1	-3.0
O=C(CN1C(=O)c2cccc([N+](=O)[O-])c2C1=O)N1CCN(S(=O)(=O)c2ccccc2)CC1	2.2	1.0	0.2	-0.9	4.7	0.2	-4.0	1.2	0.3	1.3	-1.9
CC(C)n1c(=O)c2ccccc2n1Cc1cn(CCc2c[nH]c3ccccc23)nn1	-4.9	-0.3	-7.8	-0.6	-3.8	-1.3	-43.1	.	.	0.3	0.1
CC(=C1C2C=CC1C1C(=O)NC(=O)C21)c1ccccc1 (centres undefined)	-1.5	-0.1	-3.9	-2.1	5.3	0.1	-5.7	1.3	0.1	-0.8	-1.9
CC(C)CN(C(=O)CSc1nnc(-c2ccco2)o1)c1c(N)n(Cc2ccccc2)c(=O)[nH]c1=O	0.6	-0.6	-3.2	-1.9	-3.0	0.1	-7.0	-0.1	-0.3	-3.6	-1.2
CCCCn1c(N)c(N(CC(C)C)C(=O)CSC(C)C(=O)Nc2cc(C)on2)c(=O)[nH]c1=O (centres undefined)	-1.2	0.3	-0.6	-1.0	3.7	0.7	-3.8	2.0	1.4	-2.6	-1.5
Nc1nonc1NC(=O)CSc1nc2ccccc2s1	-0.6	0.3	1.2	-0.7	-6.1	0.9	1.2	0.1	-0.6	3.9	1.4
